Screening results as filed in PubChem.
M4 antag: blocks acetylcholine activation of human M4 receptor | AID 624125 | inhibition, % at 3 µM | CHO-hM4 cells, ACh EC80, Fluo-8 calcium fluorescence | 360,000 tested, 0.73% active | P08173;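 active means inhibition above its plate's cutoff, the mean inhibition of sample wells plus 3 SD, cut at about 27% in these data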;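 further: 0% = acetylcholine EC80 with DMSO and 100% = DMSO without agonist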
CHRM1 antagonist: antagonists of human M1 muscarinic receptor. P11229. 360,000 tested, 1.3% active. CHO-K1 hM1, Fluo-8 calcium fluorescence, ACh EC80 antagonist. inhibition, % at 3 µM;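 active means percent inhibition above its own plate's cutoff, namely the mean of that plate's compound wells plus 3 SD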;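 further: peak over basal fluorescence ratio during 140 s after agonist addition; 0% = ACh EC80 plus DMSO and 100% = DMSO alone without agonist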
Target sequence (P11229 whole entry, looked up): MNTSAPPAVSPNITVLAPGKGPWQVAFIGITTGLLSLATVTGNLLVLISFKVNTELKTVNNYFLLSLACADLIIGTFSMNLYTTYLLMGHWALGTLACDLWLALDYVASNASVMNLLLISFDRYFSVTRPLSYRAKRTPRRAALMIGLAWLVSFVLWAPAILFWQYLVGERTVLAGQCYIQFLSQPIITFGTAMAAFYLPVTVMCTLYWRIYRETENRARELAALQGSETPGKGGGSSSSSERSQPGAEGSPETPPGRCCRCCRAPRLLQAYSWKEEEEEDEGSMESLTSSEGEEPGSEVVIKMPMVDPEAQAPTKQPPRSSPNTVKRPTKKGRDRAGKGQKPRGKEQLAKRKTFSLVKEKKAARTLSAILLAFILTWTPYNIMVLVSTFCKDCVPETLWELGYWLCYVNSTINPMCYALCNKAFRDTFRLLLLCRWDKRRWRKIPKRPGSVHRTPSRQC
CHRM1 agonist: human M1 muscarinic receptor agonism. P11229. CHO-K1 hM1, Fluo-8 calcium fluorescence, agonist mode; 0% DMSO, 100% acetylcholine EC100. activation, % at 3 µM. 360,000 tested, 0.33% active. AID 588814;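 active means activation above the run's mean compound activation plus 3 SD, cut at about 16% in these data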;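 further: peak over basal fluorescence ratio within a 140 s kinetic read after compound addition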
CHRM5 PAM: CHRM5 positive allosteric modulation; CHO-K1 hM5, Fluo-8 calcium, ACh EC20 PAM; 0% = ACh EC20, 100% = ACh EC100; P08912; activation, % at 3 µM; 360,000 tested, 0.3% active;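 active means activation above the run cutoff, the mean activation of all test compounds plus 3 SD, cut at about 18% in these data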
Target sequence (P08912 whole entry, looked up): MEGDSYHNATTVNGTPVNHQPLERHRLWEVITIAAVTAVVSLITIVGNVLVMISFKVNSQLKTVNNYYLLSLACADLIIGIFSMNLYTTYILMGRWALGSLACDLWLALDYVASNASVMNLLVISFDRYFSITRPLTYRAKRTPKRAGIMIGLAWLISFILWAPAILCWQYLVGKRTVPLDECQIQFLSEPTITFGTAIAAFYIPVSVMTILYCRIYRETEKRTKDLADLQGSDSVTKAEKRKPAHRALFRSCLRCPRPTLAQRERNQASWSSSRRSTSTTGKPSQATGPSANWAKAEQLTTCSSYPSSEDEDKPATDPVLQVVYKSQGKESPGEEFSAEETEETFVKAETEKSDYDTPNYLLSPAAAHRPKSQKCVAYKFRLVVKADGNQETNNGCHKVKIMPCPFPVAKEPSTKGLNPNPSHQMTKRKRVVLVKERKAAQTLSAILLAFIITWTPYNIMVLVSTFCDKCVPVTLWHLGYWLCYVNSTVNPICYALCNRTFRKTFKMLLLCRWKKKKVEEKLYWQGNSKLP
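Assay system: CHO-K1 hM5 cells. Also added: acetylcholine at EC20 concentration, added after compound. Dosing: 3 µM, single dose. Times: compound preincubation 140 s before EC20 acetylcholine addition. Signal: Fluo-8 calcium fluorescence. Measure: % activation relative to EC20 and EC100 ACh responses. Repeats: singlicate, one well per test compound.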
M5 antag: blocks acetylcholine activation of human M5 receptor. P08912. inhibition, % at 3 µM. AID 624040. 360,000 tested, 0.59% active. CHO-hM5 cells, Fluo-8 calcium fluorescence, ACh EC80;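 active means inhibition above a per-plate cutoff, the mean of that plate's test compounds plus 3 SD, cut at about 27% in these data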;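 further: 0% = acetylcholine EC80 with DMSO and 100% = DMSO without agonist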
CHRM5 agonist: agonists of human muscarinic M5 receptor (CHRM5); activation, % at 3 µM; CHO-K1 hM5 cells, Fluo-8 calcium fluorescence; 0% DMSO wells, 100% maximal acetylcholine response; AID 624037; 360,000 tested, 0.19% active; P08912;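 active means activation above the run's mean over test compounds plus 3 SD, cut at about 23% in these data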;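 further: signal is peak over basal fluorescence ratio across the kinetic read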
M4 ag: agonists of human muscarinic M4 receptor (CHRM4). 360,000 tested, 0.14% active. activation, % at 3 µM. CHO-K1 hM4/Gqi5, Fluo-8 calcium fluorescence; vehicle 0%, full acetylcholine response 100%. P08173;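 active means activation above the run mean over all test wells plus 3 SD, cut at about 32% in these data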;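 further: peak over basal fluorescence ratio per well then scaled between controls; 0% = DMSO wells and 100% = acetylcholine at EC100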
CHRM1 PAM: human CHRM1 positive allosteric modulation. P11229. CHO-K1 hM1, Fluo-8 calcium fluorescence, ACh EC20; 0% = ACh EC20, 100% = maximal ACh. activation, % at 3 µM. 360,000 tested, 0.088% active. AID 588819; in the data active means activation above about 19%, passing the limit was not always enough
TAAR1 ag: agonists of human TAAR1; Q96RJ0; CHO RD-HGA16 TAAR1, Fluo-8 calcium fluorescence; vehicle wells 0%, saturating PEA agonist 100%; activation, % at 3 µM; 360,000 tested, 0.99% active; AID 624467;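 active means activation above the mean activation of all test compounds in the run plus 3 SD, cut at about 38% in these data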
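Test system: RD-HGA16 (CHO) cells co-expressing Gα16 and hTAAR1 | Doses: Single dose, 3 µM | Schedule: 17-24 h seeding, 75 min 37 °C dye, 30 min RT | Evaluation: % activation from peak over basal fluorescence ratio, DMSO-to-PEA scaled | Technique: Kinetic Fluo-8 calcium fluorescence | Benchmarks: Low control DMSO, high control PEA (EC100)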
* hit, by the source's call; . = no result given.

Preview (14 entries):
SMILES	M4 antag	CHRM1 antagonist	CHRM1 agonist	CHRM5 PAM	M5 antag	CHRM5 agonist	M4 ag	CHRM1 PAM	TAAR1 ag
Cc1ccc(NC(=O)COc2ccccc2)cc1Cl	-1	1	-3	-6	1	0	-1	-4	.
CCN(CC)S(=O)(=O)c1cc(C(=O)Nc2cc(C)on2)c(Cl)cc1Cl	1	6	-3	10	2	-1	2	-3	5
O=C(OCC1CCCN2CCCCC12)c1ccc2c(c1)OCO2 (stereo not drawn)	-10	29*	-9	2	-3	-2	1	-19	1
CC(=O)N1CCOc2ccc(S(=O)(=O)Nc3ccc(C)cn3)cc21	-6	0	-3	-1	-2	-5	1	6	3
O=C1C(Sc2cccc(F)c2)=C[C@@]2(O)CC[C@@H](O)[C@]1(Sc1cccc(F)c1)[C@H]2O	-3	.	.	-1	7	-2	3	.	0
CN(CC(=O)Nc1cccc(F)c1)C(=O)c1cn(-c2ccccc2)nc1-c1ccc(F)cc1	15	4	-5	-16	7	1	9	1	8
O=C(NCCc1ccc(Cl)cc1)C1CCN(S(=O)(=O)c2cccc3nonc23)CC1	3	-27	0	-9	1	0	5	-1	7
CCOC(=O)c1cccnc1SCC(=O)NCc1ccccc1	-9	-10	-4	-6	1	-3	1	3	10
CC(NC(=O)C(Cc1ccccc1)NC(=O)c1ccccc1)C(=O)O (stereo not drawn)	4	18	-3	-2	5	2	0	-7	9
Cc1ccc(NC(=O)COC(=O)Cc2c(F)cccc2Cl)cc1S(=O)(=O)N1CCOCC1	1	4	-1	-5	3	1	9	-2	5
COc1ccccc1-c1nnc(SCC(=O)NC2CCCCC2)n1C	3	-6	-9	-1	18	-2	2	8	-5
Cc1cccc2c(N=O)c(O)n(CCc3ccccc3)c12	8	22	2	1	-3	1	1	-6	1
CCCn1c(C)cc(/C=C(\C#N)C(=O)OCC(=O)Nc2ccc(OC)c(Cl)c2)c1C	-6	-12	-8	12	-1	-5	2	1	-2
CCOC(=O)C1C(=O)CC(C)(O)C(C(=O)OCC)C1/C=C/c1ccccc1 (stereo not drawn)	-14	12	0	-6	0	0	5	1	9

This part in full, from the first entry:
SMILES	M4 antag	CHRM1 antagonist	CHRM1 agonist	CHRM5 PAM	M5 antag	CHRM5 agonist	M4 ag	CHRM1 PAM	TAAR1 ag
Cc1ccc(NC(=O)COc2ccccc2)cc1Cl	-1	1	-3	-6	1	0	-1	-4	.
CCN(CC)S(=O)(=O)c1cc(C(=O)Nc2cc(C)on2)c(Cl)cc1Cl	1	6	-3	10	2	-1	2	-3	5
O=C(OCC1CCCN2CCCCC12)c1ccc2c(c1)OCO2 (stereo not drawn)	-10	29*	-9	2	-3	-2	1	-19	1
CC(=O)N1CCOc2ccc(S(=O)(=O)Nc3ccc(C)cn3)cc21	-6	0	-3	-1	-2	-5	1	6	3
O=C1C(Sc2cccc(F)c2)=C[C@@]2(O)CC[C@@H](O)[C@]1(Sc1cccc(F)c1)[C@H]2O	-3	.	.	-1	7	-2	3	.	0
CN(CC(=O)Nc1cccc(F)c1)C(=O)c1cn(-c2ccccc2)nc1-c1ccc(F)cc1	15	4	-5	-16	7	1	9	1	8
O=C(NCCc1ccc(Cl)cc1)C1CCN(S(=O)(=O)c2cccc3nonc23)CC1	3	-27	0	-9	1	0	5	-1	7
CCOC(=O)c1cccnc1SCC(=O)NCc1ccccc1	-9	-10	-4	-6	1	-3	1	3	10
CC(NC(=O)C(Cc1ccccc1)NC(=O)c1ccccc1)C(=O)O (stereo not drawn)	4	18	-3	-2	5	2	0	-7	9
Cc1ccc(NC(=O)COC(=O)Cc2c(F)cccc2Cl)cc1S(=O)(=O)N1CCOCC1	1	4	-1	-5	3	1	9	-2	5
COc1ccccc1-c1nnc(SCC(=O)NC2CCCCC2)n1C	3	-6	-9	-1	18	-2	2	8	-5
Cc1cccc2c(N=O)c(O)n(CCc3ccccc3)c12	8	22	2	1	-3	1	1	-6	1
CCCn1c(C)cc(/C=C(\C#N)C(=O)OCC(=O)Nc2ccc(OC)c(Cl)c2)c1C	-6	-12	-8	12	-1	-5	2	1	-2
CCOC(=O)C1C(=O)CC(C)(O)C(C(=O)OCC)C1/C=C/c1ccccc1 (stereo not drawn)	-14	12	0	-6	0	0	5	1	9
O=[N+]([O-])c1ccc(N=Nc2c(O)[nH]c3ccc(F)cc23)cc1	-6	-10	-2	0	-3	-2	1	4	12
O=C(Nc1ccccn1)C1CCCN(c2ncnc3c2nc2n3CCCCC2)C1 (stereo not drawn)	-10	-8	-1	-4	3	0	8	2	2
CCOc1ccc(/C=C2/C(=N)N3OC(C)=CC3=NC2=O)cc1OC	1	-10	-4	-1	-3	0	1	10	4
Cc1ccc(C)n1NC(=O)c1ccc(O)cc1	-2	-3	-6	5	-4	1	0	5	-1
COc1ccc(CCNC(=O)[C@H](CCSC)NC(=O)N2CCn3c2nc2ccccc23)cc1OC	-4	-3	-4	1	-3	-1	0	5	-1
Cc1cc(=O)n2nc(N3CCCC(C(=O)NCCCN4CC(C)CC(C)C4)C3)sc2n1 (stereo not drawn)	14	15	-5	-3	2	-11	0	-8	1
NC(Cc1ccccc1)C(=O)N1CCCCC1 (stereo not drawn)	3	-7	-2	6	4	-3	2	10	1
CCOC(=O)C1(Cc2ccc(O)cc2)NC(c2ccccc2F)C2C(=O)N(C)C(=O)C21 (stereo not drawn)	-5	-12	-1	-4	-2	-3	3	9	11
CC(C)C1Oc2ccccc2N(CC(=O)N(Cc2ccccn2)CC2CCCO2)C1=O (stereo not drawn)	-4	-3	-5	1	3	-1	1	5	3
Cc1ccc(C(=O)/C=C/NNC(=O)c2ccccc2O)cc1	21	-10	-6	-1	4	1	3	2	3
Cc1ccc(-n2c(CCc3ccccc3)n[nH]c2=S)cc1C	0	-16	-9	9	-5	-2	0	14	2
CCOc1ccccc1NC(=O)CSc1nnc(-c2ccccc2Cl)n1Cc1ccco1	-8	-25	-4	6	3	-2	0	4	9
COc1cc2cc(-c3ccc(O)cc3O)nc(C)c2cc1OC	-1	-3	-5	-2	10	-1	4	1	4
O=C(Nc1ccccc1OC(F)(F)F)c1ccc([N+](=O)[O-])cc1	-3	1	-9	1	-6	-3	0	2	-2
CC1Cc2ccccc2N1c1ncnc(N)c1[N+](=O)[O-] (stereo not drawn)	0	0	-9	-10	7	-5	1	-2	2
CC(=O)c1c(C)nc(-c2ccccc2)nc1NC(=O)C(C)C	5	9	-3	-3	2	1	2	-2	17
C[C@H](CO)N1C[C@H](C)[C@@H](CN(C)C(=O)Nc2ccc(C(F)(F)F)cc2)Oc2ccc(NS(=O)(=O)c3cn(C)cn3)cc2C1=O	-2	-3	1	3	3	1	0	20	11
CCN1CCCC1CNC(=O)CN1C(=O)COc2ccc(C)cc21 (stereo not drawn)	-21	10	-12	-10	13	-4	0	-7	0
COc1ccccc1N1CCN(c2nccc(C)n2)CC1	-7	-21	1	2	-2	4	0	14	4
COc1ccc(N2CCN(C(c3ccccc3OC)c3nnnn3Cc3ccco3)CC2)cc1 (stereo not drawn)	-6	-1	5	-15	3	-5	7	-4	7
Cc1oc(-c2cccc(Cl)c2)nc1CSc1nc2c(c(=O)[nH]1)CCC2	-5	-18	-1	0	3	2	-1	11	.
CCCCOc1ccc(C(=O)NC(=S)Nc2ccc(CN3CCOCC3)cc2)cc1	4	11	-4	0	0	1	1	-5	7
COc1cc(O)c(C(CCN2CCN(c3ccccc3)CC2)c2ccc3c(c2)OCO3)c(OC)c1 (stereo not drawn)	9	3	-2	-1	1	-3	0	5	6
Cc1ccc(C(=O)CSc2ncn[nH]2)cc1	5	2	-3	-1	8	0	0	1	5
CC(=O)Nc1ccc(S(=O)(=O)NC(CC(=O)NCCc2ccccc2)C(C)C)cc1 (stereo not drawn)	-2	0	-3	-3	-8	-1	1	4	4
C#CCOCCOCCOCCNc1nc(N2CCN(C(=O)[C@H](CCCN=C(N)N)n3cc(C(N)[C@H](C)CC)nn3)CC2)nc(N2CCN(C(=O)[C@H](CC(N)=O)n3cc(C(N)[C@@H](C)CC)nn3)CC2)n1 (stereo partly drawn)	-21	-12	-6	5	-6	-1	1	8	5
COc1ccc(C)cc1S(=O)(=O)N1CCN(C(=O)c2ncoc2-c2ccc(C)cc2)CC1	0	6	-6	-8	11	-5	9	-8	1
CC(C)(C)c1csc(NC(=O)CCS(=O)(=O)c2ccc(F)cc2)n1	-5	-1	-1	-6	9	4	14	-7	4
C=CCc1c(OC(C)=O)c2ccccc2n(C)c1=O	2	2	-8	3	1	-2	1	3	1
CCCCn1nc(C(=O)O)ccc1=O	-7	-13	-2	-4	-2	-1	1	8	12
Cc1cccc(C)c1NC(=O)C1c2ccccc2OCC(=O)N1CCc1c[nH]c2ccccc12 (stereo not drawn)	0	.	.	-2	-9	6	4	.	1
COc1ccccc1NC(=O)C1CCCN(c2nc(C)cc(C)n2)C1 (stereo not drawn)	-4	-20	-4	-7	8	-4	-1	11	1
C[C@@H]1CN([C@H](C)CO)C(=O)CCCn2cc(nn2)CO[C@H]1CN(C)C(=O)C1CCCCC1	-12	-10	-6	1	1	2	0	10	2
C[C@@H]1O[C@H](C2CCCC2)Cc2[nH]c(=S)[nH]c(=O)c21	-12	.	.	4	-5	0	0	.	2
Cc1ccc(C(=O)Nc2cccc(C(=O)N3CCOCC3)c2)cc1	3	2	-3	-2	7	1	0	1	10
CCS(=O)(=O)n1nc(-c2ccc(Cl)cc2)nc1N	-1	3	-3	-2	1	1	0	1	0
O=C(N[C@@H](Cc1ccccc1)C(=O)N1CCN(S(=O)(=O)c2cccc(F)c2)CC1)c1ccco1	6	-5	-2	2	6	1	4	6	8
CCCNCC(O)Cn1c2ccccc2n2c(=O)cc(C)c(C#N)c12 (stereo not drawn)	-1	16	-6	-10	9	-3	10	-21	6
COc1ccc(CNC(=O)c2cccnc2Sc2ccc(C)c(C)c2)cc1	-6	7	13	-6	6	6	5	5	20
O=C(O)C1CC=CCC1C(=O)NNc1ccccc1 (stereo not drawn)	0	-9	-7	0	-5	-2	1	4	7
CCN(CC(=O)Nc1ccccc1OC)C(=O)COc1ccc2ccccc2c1	4	6	-3	-4	0	2	5	-3	4
COc1ccc(Cl)cc1NC(=O)COc1cccc(-n2cnnn2)c1	-1	1	-3	-10	4	-3	2	-1	9
Cc1ccc(OC(=O)Nc2ccccc2)cc1	-15	-10	-5	3	5	-2	0	7	4

Reprinted at random: 2 records from the list.
SMILES	M4 antag	CHRM1 antagonist	CHRM1 agonist	CHRM5 PAM	M5 antag	CHRM5 agonist	M4 ag	CHRM1 PAM	TAAR1 ag
COc1ccc(Cl)cc1NC(=O)COc1cccc(-n2cnnn2)c1	-1	1	-3	-10	4	-3	2	-1	9
CCCNCC(O)Cn1c2ccccc2n2c(=O)cc(C)c(C#N)c12 (stereo not drawn)	-1	16	-6	-10	9	-3	10	-21	6

This is a subset; the hit share may differ from the screen's.
